Bioassay records as filed in PubChem BioAssay.
TbMetRS inhib: Trypanosoma brucei MetRS inhibition. inhibition, % at 11.9 µM. 360,000 compounds, 0.4% hits. purified T. brucei MetRS, ATP depletion, Kinase-Glo luminescence;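 active = inhibition above a per-plate cutoff of the control wells' mean inhibition plus 3 SD, cut at about 5.5% in these data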;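 also: 0% = DMSO wells median and 100% = median of wells with control inhibitor compound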
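assay system = parasite MetRS enzyme | timing = 15 min preincubation, 2 h reaction, all 25 °C | evaluation = percent inhibition relative to median high and low control wells | medium = HEPES buffer containing pyrophosphatase, BSA, spermine, DTT | compound = single dose, 11.9 µM final nominal, 0.9% final DMSO | detection = Kinase-Glo luminescence, ATP depletion format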
Scp-1 inhibitor: blocks human Scp-1 phosphatase activity; Q9GZU7; Recombinant Scp1, phosphopeptide, malachite green phosphate absorbance; inhibition, % at 20 µM; 340,000 compounds, 0.88% hits; AID 493091;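 active = inhibition above about 50% at 20 µM, limit read from the data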;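 also: plate controls were DMSO wells with enzyme for no effect and wells lacking enzyme for full effect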
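Test system: SCP-1 catalytic domain; Buffer or medium: Acidic Tris acetate buffer with magnesium and detergent; Also added: Phosphorylated 17-residue peptide substrate; Compound: single 20 µM dose, 1% DMSO; Schedule: enzyme reaction 45 min at room temperature, colour 5 min, stabilisation 30 min; Signal: Phosphate-binding colour reagent, absorbance read at 630 nm.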
MsrA act: activates bovine MsrA enzyme; 360,000 compounds, 0.3% hits; activation, % at 10.6 µM; purified bovine MsrA, absorbance read-out; in the data active = activation above about 7.5%;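 also: 0% = vehicle and 100% = reference activator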
SUMO1-SIM PPI: SUMO1-SIM interaction modulation; P63165; SUMO1 binding to a labelled peptide, TR-FRET, 1 h; inhibition, % at 20 µM; 360,000 compounds, 0.33% hits; AID 602429; in the data active = inhibition above about 37%
DNMT1 block: blocks human DNA methyltransferase DNMT1; DNMT1 molecular beacon, Hinp1I cleavage, fluorescence; inhibition (reported as % activation of signal), % at 10 µM; 360,000 compounds, 0.83% hits; P26358; in the data active = inhibition above about 50%
Target sequence (P26358 504-1616 limits assumed): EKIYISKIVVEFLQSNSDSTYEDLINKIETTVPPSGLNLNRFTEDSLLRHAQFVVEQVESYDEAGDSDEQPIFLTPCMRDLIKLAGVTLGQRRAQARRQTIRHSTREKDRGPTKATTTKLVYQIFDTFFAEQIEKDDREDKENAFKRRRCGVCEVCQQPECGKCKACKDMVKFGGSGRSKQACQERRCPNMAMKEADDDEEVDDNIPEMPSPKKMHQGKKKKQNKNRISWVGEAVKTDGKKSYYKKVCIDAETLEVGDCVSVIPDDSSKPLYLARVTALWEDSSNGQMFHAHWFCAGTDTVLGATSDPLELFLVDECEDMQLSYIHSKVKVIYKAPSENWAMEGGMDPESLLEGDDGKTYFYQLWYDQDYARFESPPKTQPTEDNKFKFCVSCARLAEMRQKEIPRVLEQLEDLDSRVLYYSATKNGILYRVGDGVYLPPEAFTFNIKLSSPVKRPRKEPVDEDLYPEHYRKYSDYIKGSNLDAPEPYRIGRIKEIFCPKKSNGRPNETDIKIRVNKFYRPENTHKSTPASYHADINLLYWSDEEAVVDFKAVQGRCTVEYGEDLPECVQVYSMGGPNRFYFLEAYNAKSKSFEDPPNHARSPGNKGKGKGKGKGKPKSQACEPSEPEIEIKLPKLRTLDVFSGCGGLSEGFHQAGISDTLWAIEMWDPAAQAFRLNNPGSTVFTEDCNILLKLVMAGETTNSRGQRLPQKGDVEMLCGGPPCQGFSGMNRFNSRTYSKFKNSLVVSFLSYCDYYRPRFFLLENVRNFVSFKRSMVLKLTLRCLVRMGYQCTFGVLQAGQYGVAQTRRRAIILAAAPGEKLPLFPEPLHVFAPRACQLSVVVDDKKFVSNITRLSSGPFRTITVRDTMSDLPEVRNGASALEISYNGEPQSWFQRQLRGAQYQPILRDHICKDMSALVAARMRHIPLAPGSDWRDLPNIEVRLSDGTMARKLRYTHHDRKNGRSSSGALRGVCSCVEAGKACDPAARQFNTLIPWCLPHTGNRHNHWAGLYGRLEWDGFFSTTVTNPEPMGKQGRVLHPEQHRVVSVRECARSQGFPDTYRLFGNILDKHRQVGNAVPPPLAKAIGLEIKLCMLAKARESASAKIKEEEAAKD
STEP inh: blocks human striatal-enriched tyrosine phosphatase. AID 588621. inhibition, % at 20 µM. recombinant STEP, OMFP fluorogenic substrate, fluorescence. P54829. 360,000 compounds, 0.25% hits;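 active = inhibition at 20 µM, scaled per plate between control wells, above about 37%, limit read from the data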;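 also: 0% = DMSO with enzyme and substrate and 100% = substrate only without enzyme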
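material = STEP tyrosine phosphatase | reagent = fluorogenic phosphatase substrate OMFP at 25 µM final | doses = single compound dose of 20 µM, 1% DMSO final | schedule = 20 min reaction, room temperature, in the dark | measured by = fluorescence, 480/540 nm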
MsrA inhibitor: inhibits bovine methionine sulfoxide reductase A | purified bovine MsrA, absorbance read-out | inhibition, % at 15.5 µM | 360,000 compounds, 0.75% hits | AID 651718; in the data active = inhibition above about 4.5%;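 also: 0% = vehicle wells with enzyme and 100% = reference inhibitor wells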
LMPTP inh: LMPTP (human) inhibition; inhibition, % at 20 µM; AID 651560; recombinant LMPTP-A, OMFP fluorogenic substrate, fluorescence intensity; 360,000 compounds, 0.22% hits;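 active = compounds that cut the enzyme signal by at least half of the control window in the single-dose screen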;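 also: plate controls were DMSO wells with enzyme plus substrate for no effect and substrate without enzyme for full effect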
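Assay system: LMPTP-A enzyme. Input: 0.625 nM LMPTP-A final. Probe or stimulus: 400 µM OMFP. Compound dosing: single 20 µM dose. Schedule: 50 min dark incubation at room temperature. Detection: fluorescence intensity of OMFP turnover product. Read-out: percent inhibition versus substrate-only and uninhibited controls. Benchmarks: no-enzyme low control, uninhibited high control.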
eLon inh: inhibitors of E. coli Lon protease. P0A9M0. purified E. coli Lon protease, fluorescence polarization. inhibition, % at 7.94 µM. AID 602123. 360,000 compounds, 0.42% hits; in the data active = inhibition above about 13%, passing the limit was not always enough;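 also: 0% = enzyme with probe and DMSO and 100% = no enzyme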
CendR NRP1 mod: alters CendR peptide binding to human NRP-1; O14786; FAM-RPARPAR peptide binding to NRP-1, fluorescence polarization; inhibition, % at 25 µM; 360,000 compounds, 0.85% hits; AID 602438;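 active = inhibition or corrected inhibition above about 18%, plus a signal ratio from 0.5 to 1.5, limit read from the data, passing the limit was not always enough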; also: strong numbers were not always called active
Active calls of the source: *; x = not tested or not shown. This is a random part of the collection. About 4.3% of those tested had a hit in this group.

Preview, 3 compounds:
Under each structure: MsrA inhibitor, STEP inh, Scp-1 inhibitor, SUMO1-SIM PPI, eLon inh, TbMetRS inhib, MsrA act, DNMT1 block, LMPTP inh, CendR NRP1 mod
> CC1CC(C)CN(CC(=O)c2c[nH]c3ccccc23)C1 (stereo not drawn)
 : -0.1, 0, -9, -2, -63, 1.3, 0, -1, 0.6, -84
> CC(=O)Oc1cccc2c1C(=O)C1CC=CC(OC(C)=O)C1C2=O (stereo not drawn)
 : 0.1, -2, -8, -45, 22, -0.4, 1, 14, 1.1, 11
> Cc1nn(CC2CC2)c(=O)n1-c1ccc(Oc2ccccc2)cc1
 : -0.3, -2, -2, 2, 3, -0.7, -5, -2, -0.3, -9

This part in full, previewed entries included:
Under each structure: MsrA inhibitor, STEP inh, Scp-1 inhibitor, SUMO1-SIM PPI, eLon inh, TbMetRS inhib, MsrA act, DNMT1 block, LMPTP inh, CendR NRP1 mod
> CC1CC(C)CN(CC(=O)c2c[nH]c3ccccc23)C1 (stereo not drawn)
 : -0.1, 0, -9, -2, -63, 1.3, 0, -1, 0.6, -84
> CC(=O)Oc1cccc2c1C(=O)C1CC=CC(OC(C)=O)C1C2=O (stereo not drawn)
 : 0.1, -2, -8, -45, 22, -0.4, 1, 14, 1.1, 11
> Cc1nn(CC2CC2)c(=O)n1-c1ccc(Oc2ccccc2)cc1
 : -0.3, -2, -2, 2, 3, -0.7, -5, -2, -0.3, -9
> CC1(C(=O)O)CCC(C(=O)NCCc2ccccc2)C1(C)C (stereo not drawn)
 : 0.2, 1, 0, -2, 0, -0.6, -3, 0, -0.4, 2
> COc1ccc(C(CC(=O)O)N2Cc3ccccc3C2=O)cc1 (stereo not drawn)
 : 0.3, -1, 0, 0, -5, 0.2, -8, 1, -0.9, 1
> CCCNC(=O)c1onc(CSc2ccc(F)cc2)c1C(=O)NC(C)C
 : -0.3, 0, -4, -2, -3, -0.1, -1, 4, 0.1, 6
> C=CCNc1nc(Nc2ccc(-c3nc4ccccc4o3)cc2)nc(N2CCOCC2)n1
 : 4.4, -1, 13, -6, 3, -1.1, -9, -15, 2.1, -4
> Cc1nn(Cc2ccc(F)cc2)c(C)c1NC(=O)c1cc(-c2ccco2)on1
 : x, 0, 0, 3, -8, -1.3, -9, -6, -0.2, -45
> CCOc1ccccc1NC(=O)C(C)CC (stereo not drawn)
 : 1.4, -1, -5, -1, -10, -0.7, -2, -2, -1.3, 10
> COC(=O)c1ccc(/C=C(\C#N)c2ccccn2)cc1
 : 3.8, 2, -5, -23, -1, 2.1, -1, 1, 1.9, 5
> CCOc1ccc(OCC)c(NC(=O)c2ccc(CNc3c(N4CCOCC4)c(=O)c3=O)cc2)c1
 : -0.8, 2, -9, 2, 9, -1.6, -2, -14, 1.3, 9
> Cc1nnc(SCC(=O)NNC(=O)CC#N)[nH]c1=O
 : 0.9, 3, -6, -1, 5, 0.0, -3, -6, -2.8, -6
> CS(=O)(=O)N1Cc2ccccc2CC1C(=O)OCC(=O)NCCc1ccc(S(N)(=O)=O)cc1 (stereo not drawn)
 : -0.1, -3, 5, -1, -8, -0.3, -1, -1, -0.8, -1
> O=C(CC(=O)NCc1ccc(Cl)cc1)NCc1ccc(Cl)cc1
 : 1.6, 0, -8, 4, -1, 0.2, 4, -3, 0.0, 11
> Cc1c(NS(=O)(=O)c2cccc(C(=O)NCc3ccco3)c2)c(=O)n(-c2ccccc2)n1C
 : 0.6, 4, 39, 0, -8, -0.5, -3, 78*, -4.3, -15

Part of the list above, showing only CendR NRP1 mod.
smiles	CendR NRP1 mod
C=CCNc1nc(Nc2ccc(-c3nc4ccccc4o3)cc2)nc(N2CCOCC2)n1	-4
Cc1nn(Cc2ccc(F)cc2)c(C)c1NC(=O)c1cc(-c2ccco2)on1	-45

Remaining list, next part.
Under each structure: MsrA inhibitor, STEP inh, Scp-1 inhibitor, SUMO1-SIM PPI, eLon inh, TbMetRS inhib, MsrA act, DNMT1 block, LMPTP inh, CendR NRP1 mod
> O=C1c2cccc3c(N4CCCCC4)ccc(c23)C(=O)N1CCO
 : 1.2, -12, -6, -36, 126*, -0.7, -13, 5, 3.8, 30
> Cc1cc(C)nc(NC(=S)NC(=O)c2ccccc2F)n1
 : 0.5, 0, -1, 3, -8, 0.4, -2, -2, -1.1, 7
> COc1ccc(C2C(C(=O)N3CCN(C)CC3)c3cc(OC)c(OC)cc3C(=O)N2C)cc1 (stereo not drawn)
 : -0.1, 0, -7, -2, 1, 0.9, 0, -2, -1.4, 4
> COc1ccc(/C=N/NC(=O)c2ccc(CN3C(=O)c4cccc5cccc3c45)cc2)cc1O
 : 0.8, -2, -1, 11, 0, 0.8, -5, -14, 0.6, 14
> Clc1ccc(OCc2nnc(SCCN3CCCCC3)n2Cc2ccco2)cc1
 : -2.2, 0, 0, 3, -11, -0.8, -6, 2, -0.7, 8
> COc1ccccc1OCCOc1ccc(/C=C2/C(=N)N3OC(C)=CC3=NC2=O)cc1OC
 : -0.7, 23, 97*, -5, -9, 0.0, 0, 88*, 4.7, -27
> CCOc1ccccc1N(CC(=O)Nc1ccc(OC)cc1OC)S(=O)(=O)c1ccccc1
 : 0.7, 1, -24, 2, -2, -0.5, 0, -3, 1.6, 12
> Cc1[nH]n(S(=O)(=O)c2ccccc2)c(=O)c1N=Nc1cccc(Cl)c1
 : 1.1, -4, -4, -3, 5, -1.1, -9, 2, -0.6, 6
> O=C(CN1CCCC1)Nc1sc2c(c1C(=O)Nc1ccccc1)CCCC2
 : -1.7, 3, 2, 2, -6, -0.5, -1, -2, -0.4, -19
> O=S(=O)(NCCc1ccccc1)c1ccc(Cl)nc1
 : 0.6, -1, 1, -2, -2, 0.3, -1, -1, -0.6, 1
> COc1cccc(N2C(=O)CC(N3CCN(CCN=CC4=C(O)CC(C)(C)CC4=O)CC3)C2=O)c1 (stereo not drawn)
 : 0.6, -4, -6, 3, -11, 0.1, -4, -2, 0.5, -1
> Cc1ccc(C)c(NC(=O)c2cc(-c3cc(C)c(C)cc3O)n[nH]2)c1
 : -0.9, -1, 5, -3, 3, -1.5, -11, 9, 2.3, 1
> O=C(NCC1CCCO1)C1CCN(C2CCN(Cc3cccs3)CC2)CC1 (stereo not drawn)
 : 1.0, 1, -7, 0, 3, -1.0, -2, -2, -1.2, -2
> CC1(C)S/C(=N/N=C/c2cccs2)NC1=O
 : 4.7*, -2, -14, -11, 1, -1.4, 1, 1, -2.1, -13
> CN(c1ccc(C(=O)N2CCOCC2)cc1)S(C)(=O)=O
 : -0.4, 0, -5, 0, -4, 1.0, 0, -2, 0.0, 0
> NC(=O)NO
 : -0.7, -2, -6, 1, 0, -0.6, -2, -1, -1.6, 1
> C(=N\Nc1nncc2ccccc12)/c1ccccc1
 : 1.0, -2, -7, -2, -10, 0.9, -4, 0, -1.1, 6
> CS(=O)(=O)N(CC(=O)N1CCN(Cc2ccccc2)CC1)c1cccc([N+](=O)[O-])c1
 : 0.1, 0, 3, -13, -4, -0.9, -4, 8, -0.4, 10
> O=C(c1cc2ccccc2cc1O)N1CCN(c2cccc(Cl)c2)CC1
 : -1.0, 0, -3, -8, 2, -0.3, -4, -6, 2.9, 10
> COc1ccc(Nc2nc3cc(C)ccc3cc2C#N)cc1
 : 8.7*, -4, -5, 0, -24, -0.1, -4, -7, 2.4, 11
> O=C(Nc1cccc(Cl)c1Cl)c1ccc(-c2ccccc2)cc1
 : 0.4, 2, 3, -2, -8, -0.5, -4, 6, -2.5, 0
> Cc1ccccc1OCC(=O)Nc1cccc(S(=O)(=O)NC2=NCCC2)c1
 : 0.3, 2, -10, -2, -3, 0.3, 0, -1, -1.0, 3
> O=C(COC(=O)c1ccccc1NC(=O)c1ccco1)Nc1ncc(Cl)cc1Cl
 : 0.5, 4, -7, 16, -8, -1.2, 0, 5, 2.9, -14
> CCn1c(CNC(=O)c2ccc(OC)cc2)nnc1SCC(=O)c1ccccc1
 : 0.4, 1, 0, 1, 0, -1.1, -5, 2, -2.2, -9
> CCOC(=O)c1cc2sccc2n1CC(=O)N1CCCc2ccccc21
 : -0.6, 2, -9, -4, -10, -0.1, 1, 0, 2.3, 3
> Cc1nonc1NC(=O)CSc1cn[nH]n1
 : -0.4, -1, -2, -2, 2, -0.8, -2, -3, -2.4, 0
> Cc1nc2c(-c3ccccc3)c(C)nn2c(C)c1CCC(=O)NCc1ccco1
 : 0.3, -2, 12, 1, -5, -0.1, -2, 0, 0.1, -9
> CCn1c2ccccc2c2nnc(SCC(=O)NCc3cccs3)nc21
 : 2.3, -2, -3, -15, -5, -0.6, -11, 16, -1.1, -10
> Cn1c(=O)n(C)c2cc(N3CCOCC3)c(NC(=O)c3cccc(Cl)c3)cc21
 : 0.8, 1, -2, 1, 1, -0.4, -2, 9, -0.2, 7

One compound at a time, as listed above. Order of values: MsrA inhibitor | STEP inh | Scp-1 inhibitor | SUMO1-SIM PPI | eLon inh | TbMetRS inhib | MsrA act | DNMT1 block | LMPTP inh | CendR NRP1 mod
`Cn1c(=O)n(C)c2cc(N3CCOCC3)c(NC(=O)c3cccc(Cl)c3)cc21` across the screens: 0.8 | 1 | -2 | 1 | 1 | -0.4 | -2 | 9 | -0.2 | 7
`NC(=O)NO` across the screens: -0.7 | -2 | -6 | 1 | 0 | -0.6 | -2 | -1 | -1.6 | 1
